High-throughput results deposited in PubChem by several laboratories.
West Nile virus CPE = inhibition of WNV-induced cytopathic effect – cell-based, CPE readout (AID 1621). West Nile virus-infected cells, CPE inhibition; higher % means a stronger effect. 290,000 tested, 0.02% active. CPE inhibition, % at 10 µM, or IC50 in µM where a hit was titrated; in the data active = a potency from the dose series; inconclusive = CPE inhibition mostly from about 3.7% at the one dose, without a potency; inactive = the rest, 99 in 100 with CPE inhibition below about 2.2%; note: strong numbers were not always called active
M17LAP inhibition = P. falciparum M17LAP inhibitors, primary screen, biochemical, fluorogenic H-Leu-NHMec substrate, 1536-well (AID 1619) | 220,000 tested, 0.38% active | recombinant M17LAP, H-Leu-NHMec fluorogenic kinetic assay; higher % means a stronger effect | inhibition, % at 30 µM; hits with a dose series show IC50 in µM;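 active = compound inhibiting the enzyme by more than half at any dose during confirmatory dose-response retesting; inconclusive = strong single-dose inhibitors picked by rank but not retested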;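 note: plate controls were full reaction with DMSO carrier for no effect and no enzyme background for full effect; strong numbers were not always called active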
human PMI inhibitors = MPI inhibition at elevated mannose 6-phosphate – biochemical, fluorescence intensity, high mannose 6-phosphate, primary screen (AID 1220) | recombinant PMI enzyme, coupled fluorescence intensity; higher % means a stronger effect | inhibition, % at 20 µM, or IC50 in µM where a hit was titrated | 190,000 tested, 0.66% active
T cell modulator = modulates CD8 T cell binding to vesicles | 2C CD8+ T cell-vesicle binding, flow cytometry; hits give low values | calls only at 7 µM | 330,000 tested, 0.068% active | AID 2052;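 active = response, share of CD8 T cells binding vesicles, and their 90th percentile fluorescence all below set limits, cut at about 80% in these data, passing the limit was not always enough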
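Incubation: binding step 1.5 h, 37 °C, antibody labelling 20 min, ice; system: murine 2C transgenic CD8+ T lymphocytes; technique: cytometric PE anti-B7-1 and Alexa647 anti-CD8 signals after 1% paraformaldehyde fixation; also added: QL9-charged Drosophila Ld/ICAM-1/B7-1 vesicles; control set: naked versus QL9-loaded vesicles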
M1AAP inhibition = malaria alanyl aminopeptidase activity blockers – biochemical, fluorogenic H-Leu-NHMec substrate, 1536-well (AID 1445) | one-dose inhibition, % at 30 µM; IC50 in µM for titrated hits | 220,000 tested, 0.42% active | recombinant M1AAP, H-Leu-NHMec fluorogenic kinetic assay; higher % means a stronger effect;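 active = primary inhibition above the hit cutoff, then over 50% inhibition at one or more dose response concentrations, cut at about 23% in these data, passing the limit was not always enough; inconclusive = conflicting primary data, or primary hits not chosen for dose response; inactive = low primary inhibition, or under 50% at every dose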;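 note: plate controls were DMSO full reaction for no effect and no enzyme background for full effect; strong numbers were not always called active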
human PMI inhibition = MPI enzyme activity inhibition – biochemical, fluorescence intensity, coupled assay, primary screen (AID 1209); purified PMI enzyme, coupled fluorescence intensity; higher % means a stronger effect; inhibition, % at 20 µM; hits with a dose series show IC50 in µM; 190,000 tested, 0.42% active;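 note: plate controls were DMSO vehicle for no effect and wells lacking substrate for full effect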
TNAP activators = human TNAP enzyme activators, primary screen, biochemical, luminescent, no phosphate acceptor, uHTS (AID 1001); 200,000 tested, 0.03% active; purified TNAP, luminescent activation assay, no phosphate acceptor; higher activation fold means a stronger effect; one-dose activation fold at 20 µM; EC50 in µM for titrated hits; in the data active = activation fold from about 3, or a potency from the dose series; inactive = the rest, 99 in 100 with activation fold below about 1.6; note: many of its hits are not listed in these tables
RSV antiviral HEp-2 = inhibition of RSV-induced cytopathic effect – HEp-2 cells, primary 10 µM value included (AID 2391); CPE inhibition, % at 10 µM; hits with a dose series show IC50 in µM; HEp-2 cells, RSV-induced CPE inhibition; higher % means a stronger effect; 310,000 tested, 0.13% active; in the data active = a potency from the dose series; inconclusive = CPE inhibition mostly from about 23% at the one dose, without a potency; inactive = the rest, 99 in 100 with CPE inhibition below about 21%; note: strong numbers were not always called active
UTI89 phage lysis = inhibition of K1F phage lysis, E. coli UTI89, bacterial capsule biogenesis inhibitors, alamar blue (AID 488966) | 340,000 tested, 0.02% active | E. coli UTI89 K1F phage lysis, alamar blue, 2 h; higher % means a stronger effect | inhibition, % at 100 µM, or IC50 in µM where a hit was titrated;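 active = phage lysis inhibition, versus mean bacterial control, above a set limit; inconclusive = no clear call, values can overlap the other calls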;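 note: capsule biogenesis inhibitors block K1F phage lysis so surviving cells raise fluorescence; higher fluorescence means more inhibition of phage lysis; actives were called in the ten point dose series up to 300 µM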
T cell modulator vesicle-bound % = further read-out of T cell modulator, marked with its call; double positive events, %; measured here: CD8+ vesicle-bound cell fraction;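 binding gate set so that unloaded-vesicle control wells show 10% double positive cells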
Starred values were filed as active, the others as inactive; i = inactive; ? = inconclusive; / = no result given; [ ] = dose if it differs, or a comment. Cut-off read from the data, not from the text of the source, unless noted: active = inhibition above about 50%; inactive = the rest.

mol,West Nile virus CPE,M17LAP inhibition,human PMI inhibitors,T cell modulator,T cell modulator vesicle-bound %,M1AAP inhibition,human PMI inhibition,TNAP activators,RSV antiviral HEp-2,UTI89 phage lysis
O=C(Nc1ccc(Cl)c(S(=O)(=O)N2CCOCC2)c1)c1ccc2c(c1)OCCO2,-0.4%,-0.3%,9.5%,i,58.7,-2.7%,9.7%,1.1,10.2%,0.2%
CCSc1nnc(-c2ccc(S(=O)(=O)NCc3cccs3)cc2)o1,-0.4%,-3.0%,1.4%,i,6.9,2.4%,-2.0%,1,-1.9%,3.2%
CCCc1cc(=O)[nH]c(Nc2cc(OC)ccc2OC)n1,0.1%,-7.6%,8.9%,i,47.0,-0.3%,15.7%,1.1,0.9%,0.2%
Cc1cccc(N2C(=O)C(Cc3ccccc3)NC2=S)c1 (stereo not drawn),-0.2%,2.2%,-4.8%,i,48.8,4.5%,3.4%,1,-0.4%,4.9%
Cn1cnnc1SC(C(=O)Nc1cc(Cl)cc(Cl)c1)c1ccccc1 (stereo not drawn),-0.6%,0.4%,25.4%,i,28.8,3.0%,21.0%,1.1,6.6%,1.6%
COc1ccc(C2(O)CN(c3ccc(C)cc3)C3=[N+]2CCCC3)cc1 (stereo not drawn),2.6%,9.6%,-2.1%,i,46.6,2.8%,9.5%,1.1,-1.6%,0.3%
CCOC(=O)c1sc2nc(NC(=O)C3CC3)sc2c1C,-0.1%,1.1%,8.0%,i,28.1,-1.1%,13.8%,1.1,7.2%,2.9%
CN(C)S(=O)(=O)c1cccc(NC(=O)Cn2cnc3ccccc3c2=O)c1,0.1%,13.6%,-11.5%,i,6.5,3.4%,-3.5%,1.1,0.6%,8.3%
O=[N+]([O-])c1ccccc1S(=O)(=O)c1ccccc1,-0.4%,/,/,i,10.1,/,/,/,6.0%,0.0%
Nc1nc(SCC(=O)Nc2ccc(Cl)cc2)[nH]c(=O)c1-c1ccccc1,0.1%,13.7%,-4.7%,i,26.3,7.6%,-5.0%,1,1.3%,1.2%
CCOC(=O)c1c(CN2CCOCC2)n(-c2ccccc2)c2ccc(O)cc12,-0.4%,-3.6%,2.7%,i,28.2,8.5%,9.7%,1.1,6.2%,-0.3%
CCCNC(=O)c1ccc2c(=O)n(Cc3ccco3)c(=S)[nH]c2c1,1.1%,5.9%,-10.0%,i,58.5,0.5%,4.1%,1,2.5%,0.0%
CCOC(=O)c1ccc(NC(=O)CSc2nc(N)c(NC(=O)c3ccc(Br)o3)c(=O)[nH]2)cc1,-0.4%,/,/,i,61.4,/,/,/,1.5%,0.0%
COc1cccc(NC(=O)CSc2nnc(Cn3c(=O)sc4ccccc43)n2C)c1,0.0%,-2.6%,7.1%,i,59.1,10.2%,9.3%,1,-1.3%,0.7%
CCOC(=O)C(=O)Nc1ccccc1C(=O)NCc1ccccc1,0.2%,-7.6%,12.7%,i,60.1,-1.1%,7.1%,1.1,1.3%,-0.4%
CN(C(=O)CSc1nc(N)nn1-c1ccccc1)c1ccccc1,0.1%,0.3%,7.3%,i,26.2,19.3%,3.7%,1.1,0.7%,-0.2%
O=C(CCSCCc1ccccn1)Nc1ccc(Br)cn1,-0.1%,8.7%,-7.5%,i,38.0,3.7%,-4.2%,1.2,/,5.3%
N#Cc1c(N(CCO)CCO)nc(N)c2c(N)nc3c(c12)CC(=O)N3Cc1cccs1,0.9%,4.3%,/,i,21.2,10.0%,/,/,-0.8%,3.2%[50 µM]
CCCCC(CC(O)COCCC)c1n[nH]c(=S)n1-c1ccccc1 (stereo not drawn),0.2%,4.9%,7.3%,i,62.0,-5.5%,9.9%,0.9,-0.3%,0.7%
COC(=O)c1ccc(COc2nc(C)cc(C)c2C#N)o1,-0.9%,3.3%,0.4%,i,61.5,0.1%,9.0%,1,-1.1%,7.8%
COc1cc(C(=O)N/N=C/c2sc(=O)n(-c3ccccc3)c2Cl)cc(OC)c1OC,0.2%,9.3%,3.3%,i,31.6,-0.5%,9.1%,1.1,3.1%,2.5%[50 µM]
COc1ccccc1/C=N/N(C(C)=O)c1nc(-c2ccc(F)cc2)cs1,0.3%,-4.4%,-7.3%,i,19.2,5.9%,-4.9%,1.1,8.3%,-0.4%
O=C1CCCN1S(=O)(=O)c1ccc(F)cc1,0.3%,/,/,i,61.0,/,/,/,-0.2%,1.5%
Cc1ccccc1CNC(=O)CCc1ccccc1,-0.1%,-1.8%,4.6%,i,63.4,3.2%,10.8%,1.1,-1.0%,/
COc1ccc(C(=O)c2ccccc2)cc1,-0.1%,-2.6%,-7.4%,i,64.1,-1.1%,-15.8%,1,1.8%,0.6%
Cn1ccsc1=NC(=O)c1ccc(=O)[nH]c1,0.0%,/,/,i,32.0,/,/,/,2.2%,1.6%[50 µM]
CS(=O)(=O)Nc1ccc(C2=NN(S(=O)(=O)c3ccccc3)C(c3cccs3)C2)cc1 (stereo not drawn),0.7%,2.0%,-1.8%,i,56.7,6.6%,-11.0%,0.9,?,0.5%
CCOC(=O)N1CCC(NC(=O)CS(=O)Cc2nc(-c3ccccc3C)oc2C)CC1 (stereo not drawn),-0.8%,/,/,i,30.7,/,/,/,9.9%,0.1%
O=C(Nc1ccccc1N1CCOCC1)C1CCCCN1S(=O)(=O)c1ccccc1 (stereo not drawn),-1.1%,-1.5%,15.4%,i,24.0,1.3%,12.2%,1,1.2%,-0.4%
CCN(CC(=O)Nc1c(F)cccc1F)C(=O)c1n[nH]c2ccccc12,0.1%,/,/,i,20.9,/,/,/,0.8%,0.1%
Cc1ccc(-c2c(=O)n(OCc3ccccn3)c3ccccc3[n+]2[O-])cc1,0.7%,12.0%,9.0%,/,/,-4.0%,8.9%,1.1,/,/
Cc1ccc(/C=N/NC(=O)c2ccc(-c3ccccc3)cc2)o1,-0.3%,/,/,i,27.0,/,/,/,3.3%,0.2%
Cc1nn(C)cc1CN1CCCC(C(=O)c2ccc(-c3ccccc3)cc2)C1 (stereo not drawn),-1.4%,-7.4%,14.4%,i,60.6,-3.9%,16.1%,1,-2.9%,3.7%
Cc1ccc(C(=O)CCC(=O)O)cc1,-0.2%,-5.9%,-4.0%,i,14.2,2.0%,-6.1%,1.1,-1.0%,/
N#Cc1nc(COc2ccccc2)oc1N1CCN(c2cccc(Cl)c2)CC1,-0.8%,-7.5%,8.6%,i,21.2,-1.7%,7.8%,1.1,3.0%,2.0%
CCCc1nc2ccccc2c(=O)n1CC(=O)c1ccccc1,-0.8%,-2.0%,1.4%,i,60.4,6.5%,7.8%,1.1,1.6%,0.1%
CC[C@@]1(c2ccccc2C)C(=O)N(C(=O)OC)N1C(=O)OC,0.3%,/,/,i,3.6,/,/,/,0.6%,-1.3%
CCC1(C)Cc2c(sc3c2c(=O)n(-c2ccccc2)c(=O)n3C)CO1 (stereo not drawn),0.2%,-12.4%,-0.1%,i,17.4,4.3%,-0.7%,1.1,1.1%,0.1%
O=C(Nc1ccc(-c2csc(Nc3cccc(C(F)(F)F)c3)n2)cc1)c1cccc(C(F)(F)F)c1,2.5%,-4.8%,/,i,36.5,1.8%,/,/,-4.5%,0.8%
CCN(CC)S(=O)(=O)c1ccc(OC)c(NC(=O)c2cccc([N+](=O)[O-])c2C)c1,11.0%,/,/,i,20.9,/,/,/,2.6%,0.3%
CC(C)CCN1C(=O)CC(NNC(=O)c2ccc(S(=O)(=O)N3CCCC3)cc2)C1=O (stereo not drawn),-0.5%,-1.7%,/,i,26.1,11.0%,/,/,0.4%,0.5%
CCc1c(C)nc(SCC(=O)N2CCCCC2CC)[nH]c1=O (stereo not drawn),-0.6%,1.5%,/,i,48.3,-5.8%,/,/,-1.4%,0.0%
Cc1ccc(NC(=O)CCc2nnc3ccc(N4CCOCC4)nn23)cc1C,-0.2%,/,/,i,13.7,/,/,/,-0.4%,6.3%
Cc1cc(N2CCCC2)ccc1/C=N/n1cnnc1,0.1%,0.1%,-0.5%,i,32.5,6.3%,4.3%,1.1,-3.7%,1.9%
CC(C)n1c(Sc2nccn2C)nc2c1c(=O)n(C)c(=O)n2C,-0.1%,-1.2%,7.1%,i,22.9,8.9%,15.0%,1.1,1.0%,4.7%
CC1CCN(CC(=O)N2CC(=O)Nc3ccccc32)CC1,-0.2%,-5.8%,-1.5%,i,51.0,8.9%,-11.4%,1.1,1.0%,-0.6%
COc1ccc(CCNc2nc(=O)[nH]nc2C)cc1OC,0.4%,-0.4%,1.0%,i,15.9,-3.2%,2.6%,1.1,0.4%,0.2%
O=C(O)c1cc(CN2CCOCC2)oc1-c1ccccc1,-0.1%,-0.5%,-5.5%,i,53.1,-0.5%,-1.7%,1.1,2.1%,2.5%
Cc1ccc(C)c(NC(=O)C(CC(=O)O)Cc2ccccc2)c1 (stereo not drawn),-0.5%,/,/,i,59.7,/,/,/,0.7%,-0.1%
COC(=O)c1cc2sc(Cl)cc2n1CC(=O)NCCC(C)C,-0.7%,5.3%,10.1%,i,8.1,31.9%,16.0%,1,1.1%,0.9%
Cc1cc(-c2ccco2)c(C#N)c2nc3ccccc3n12,0.0%,-3.9%,/,i,53.5,1.7%,41.3%,1,5.4%,0.1%

Random draw from the library (roughly 1.5% active in at least one column).
